# APJ ag – agonists of human apelin receptor APJ, primary screen, CHO-K1 cells, PathHunter beta-arrestin, luminescence | P35414 | 0% DMSO wells, 100% apelin | activation, % at 20 µM | 330,000 tested, 0.11% active | AID 2520, 2010;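 active = activation more than six SD over the plate average, tested at 20 µM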;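 note: 0% = DMSO alone and 100% = apelin-13 at 10 nM; some results filed as inactive read as strong as hits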
# Target sequence (P35414 whole entry, looked up): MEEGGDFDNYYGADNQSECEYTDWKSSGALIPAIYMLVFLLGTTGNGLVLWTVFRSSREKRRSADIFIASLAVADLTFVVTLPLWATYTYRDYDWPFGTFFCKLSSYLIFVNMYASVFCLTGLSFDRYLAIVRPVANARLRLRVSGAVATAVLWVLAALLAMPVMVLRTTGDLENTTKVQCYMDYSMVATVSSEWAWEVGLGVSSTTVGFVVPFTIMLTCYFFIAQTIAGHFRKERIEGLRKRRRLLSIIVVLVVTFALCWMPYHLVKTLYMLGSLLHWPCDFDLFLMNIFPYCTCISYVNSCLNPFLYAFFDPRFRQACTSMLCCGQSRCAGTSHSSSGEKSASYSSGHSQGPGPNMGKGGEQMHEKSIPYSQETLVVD
#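 Test system: CHO-K1 APJ beta-arrestin complementation cell line | Compound: Single test compound dose, 20 µM final, 1% DMSO | Incubation: Compound 90 min 25 °C, reagent 1 h | Measured by: beta-gal luminescence | Read-out basis: APJ–arrestin association signal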
# tim10-1 inh – growth inhibitors of tim10-1 mutant yeast, primary screen, luminescence, uHTS; S. cerevisiae tim10-1 ts strain growth, BacTiter-Glo, 24 h; inhibition, % at 20 µM; 330,000 tested, 2.2% active;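 active = inhibition of at least 40%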;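 note: mutant grown at 25 °C; 0% = DMSO wells with yeast and 100% = wells holding no yeast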
# APJ antag – antagonists of human apelin receptor APJ, primary screen, CHO-K1 cells, beta-arrestin complementation, luminescence | inhibition, % at 20 µM | 330,000 tested, 0.32% active;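 active = inhibition above about 40% at 20 µM, limit read from the data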;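 note: cells challenged with 10 nM apelin-13 agonist together with compound; plate controls were apelin-13 plus DMSO wells for no effect and DMSO wells lacking apelin-13 for full effect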
# TIM10 inh – growth inhibitors of isogenic TIM10 control yeast, primary screen, counter-screen for tim10-1 yeast inhibitor project, luminescence, uHTS; S. cerevisiae TIM10 strain growth, BacTiter-Glo luminescence, 24 h; inhibition, % at 10 µM; 330,000 tested, 1.4% active;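 active = inhibition of 40% or more at the single tested concentration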;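 note: wild-type TIM10 isogenic control strain grown at permissive 25 °C; 0% = DMSO yeast wells and 100% = minimal medium wells without yeast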
# XBP1 UPR activ – activators of adaptive XBP1 UPR arm, primary screen, cell-based, CHO-XBP1 luciferase reporter, luminescence, uHTS | IRE1-XBP1 UPR activation; percent of tunicamycin response, DMSO as zero | activation, % at 20 µM | 330,000 tested, 0.33% active | AID 463104, 2010;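 active = versus positive control, 20 µM dose yields 30% or more activation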;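 note: 100% = tunicamycin at 10 µg/mL and 0% = DMSO only wells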
#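 incubation = overnight seeding at 37 °C, 6 h compound treatment at 37 °C | assay system = CHO-XBP1 cells stably carrying IRE1-XBP1-driven luciferase reporter | input = 1000 cells per well | detection = luciferase luminescence | dosing = single point, 20 µM final compound, 1% DMSO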
# tim23-1 inh – growth inhibitors of tim23-1 mutant yeast, primary screen, luminescence, uHTS. S. cerevisiae tim23-1 growth, BacTiter-Glo luminescence, 24 h. inhibition, % at 20 µM. 330,000 tested, 1.3% active. AID 463212, 2010;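 active = growth inhibition of the mutant yeast at or above 50%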;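 note: temperature-sensitive mutant grown at 25 °C; plate controls were DMSO-treated mutant yeast for no effect and medium wells lacking yeast for full effect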
# CXCR6 block – CXCR6 receptor inhibitors, primary screen, cell-based, beta-arrestin, luminescence, CHO-K1 PathHunter, 1536-well; 360,000 tested, 0.36% active; inhibition, % at 20 µM; C-X-C chemokine receptor type 6 (Homo sapiens), O00574; in the data active = inhibition above about 34%, passing the limit was not always enough;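 note: antagonist mode with CXCL16 agonist at 10 nM final; 0% = 10 nM CXCL16 with DMSO and 100% = unstimulated wells without agonist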
# Target sequence (O00574 whole entry, looked up): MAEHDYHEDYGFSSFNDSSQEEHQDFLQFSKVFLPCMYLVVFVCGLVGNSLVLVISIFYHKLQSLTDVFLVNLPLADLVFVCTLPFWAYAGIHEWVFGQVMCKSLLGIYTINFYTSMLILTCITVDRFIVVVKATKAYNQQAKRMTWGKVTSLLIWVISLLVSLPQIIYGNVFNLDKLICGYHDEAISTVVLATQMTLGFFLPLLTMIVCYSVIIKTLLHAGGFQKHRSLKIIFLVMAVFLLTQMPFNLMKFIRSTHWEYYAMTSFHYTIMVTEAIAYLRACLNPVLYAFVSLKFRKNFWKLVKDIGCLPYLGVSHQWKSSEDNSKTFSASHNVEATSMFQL
# Mdm2 MdmX PPI – inhibitors of human Mdm2-MdmX association, primary screen, cell-based, luminescence, split luciferase, SaOS-2, uHTS; Protein Mdm4 (Homo sapiens) + E3 ubiquitin-protein ligase Mdm2 (Homo sapiens), …; SaOS-2 split-luciferase Mdm2/MdmX complementation; inhibition, % at 8 µM; 330,000 tested, 3% active; AID 485346, 2010;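 active = inhibition of at least 50% at 8 µM in the primary screen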
# CHOP UPR activ – activators of apoptotic CHOP UPR arm, primary screen, cell-based, CHO-CHOP luciferase reporter, luminescence, uHTS; UPR activation; percent of tunicamycin response over DMSO baseline; activation, % at 10 µM; 330,000 tested, 0.34% active; AID 449763, 2010;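 active = at 10 µM dose, activation of 40% or more, normalized to positive control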;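 note: 100% = tunicamycin at 10 µg/mL and 0% = DMSO alone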
#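 Assay system: CHO-CHOP cells, stable luciferase reporter of PERK-eIF2a-CHOP signalling / Buffer or medium: F12 plus 10% serum / Compound dosing: one dose, 10 µM in 0.5% DMSO / Times: 6 h compound treatment, 37 °C / Technique: luciferase luminescence / Read-out: % reporter activation, DMSO baseline versus tunicamycin full activation / Benchmarks: tunicamycin and DMSO controls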
# * hit, by the source's call; . = no result given.
SMILES,APJ ag,tim10-1 inh,APJ antag,TIM10 inh,XBP1 UPR activ,tim23-1 inh,CXCR6 block,Mdm2 MdmX PPI,CHOP UPR activ
Cn1c(C(=O)N2CCC(C(=O)N3CCOCC3)CC2)cc2sccc21,0,3,19,-3,-3,-2,4,5,2.2
CCn1c(CCCCc2n[nH]c(=S)n2CC)n[nH]c1=S,-4,7,0,13,2,4,-3,4,-1.2
COc1ccc(NC(=S)NC(=O)c2cncc(Br)c2)cc1,-5,16,17,14,2,15,38,-2,0.7
COCCCNS(=O)(=O)c1ccc(Oc2ncc(C(F)(F)F)cc2Cl)cc1,1,24,-1,3,1,25,-2,7,-0.1
O=C(c1cccc(S(=O)(=O)N2CCOCC2)c1)N1CCN(Cc2ccc3c(c2)OCO3)CC1,-5,-8,-4,2,-1,16,-1,11,-2.7
O=C(Nc1ccc2c(c1)OCCO2)c1ccccc1F,-4,36,5,37,-3,66*,12,-24,-1.9
Cc1cc2c(NS(=O)(=O)c3ccc(F)cc3)cccc2nn1,-1,11,-4,2,-1,18,2,-3,1.1
CCOC(=O)N1CCN(S(=O)(=O)c2ccc(OCC)c(C)c2)CC1,0,28,-27,7,-2,22,3,-20,0.3
N#Cc1cccc(NC(=O)NCCc2c[nH]c3ccccc23)c1,-4,-4,-10,7,-1,1,-2,12,1.5
CC(=O)/C=C(\C)Nc1ccc(-c2cnc(-c3ccccc3)o2)cc1,-1,4,-19,4,-3,33,-12,-95,1.3
CN1CC[C@]2(CCN3CCc4c(oc5ccccc45)[C@@H]3C2)N(C)C1=O,-6,12,9,1,-6,11,-5,40,1.0
COc1ccc(C(=O)Nc2ccccc2C(=O)N2CCCCCC2)cc1OC,-3,16,20,6,-3,16,3,6,-0.4
O=c1[nH]c(C2CCN(S(=O)(=O)c3ccc([N+](=O)[O-])cc3)CC2)nc2c1nnn2Cc1ccccc1,4,-8,-28,-8,-4,-20,-8,7,1.8
CCOc1ccc(S(=O)(=O)NCCC(=O)NCC(c2cccs2)N2CCOCC2)cc1 (configuration not stated),-3,-9,3,-8,-3,-10,2,15,-0.2
O=C(c1ccc(Cl)cc1)N1C2C=CC(C2)C1(C(F)(F)F)C(F)(F)F (configuration not stated),-1,24,-1,15,1,28,3,-2,1.5
COc1cc(/C=C/C(=O)N2CCN(C)CC2)cc(S(=O)(=O)N2CCc3ccccc32)c1OC,-3,-5,-16,6,0,5,-7,-2,0.4
CC/C(Cc1ccccc1)=N/NC(=O)c1cccc(Br)c1,-1,14,-20,4,-1,14,-8,14,-0.2
COc1ccccc1NS(=O)(=O)c1cccc(NC(=O)CCNC(=O)c2ccccc2OC)c1,1,17,-5,5,-2,6,2,-35,-0.8
CC(NC(=O)c1ccc(N2CCNCC2)c([N+](=O)[O-])c1)C12CC3CC(CC(C3)C1)C2 (configuration not stated),-2,13,13,-9,9,-15,.,101*,3.7
CC(C)(C)C(=O)Nc1cccc(-c2nc3ccccc3[nH]2)c1,0,6,2,9,5,5,0,5,2.7
COc1cccc(OCCn2c(C)c(/C=N/n3cnnc3)c3ccccc32)c1,9,5,4,12,12,-3,-4,19,-1.4
N#Cc1ccc2nc3c(nc2c1)CCCC3,1,21,-21,3,-1,5,-32,5,-0.9
COc1ccc2cc(-c3[nH]ncc3CNCCn3nc(C)cc3C)ccc2c1,-2,17,-14,0,0,10,0,6,-0.4
CC(=O)Nc1sc2c(c1C(c1ccccc1Cl)N1CCN(CCO)CC1)CCCC2 (configuration not stated),-1,13,24,-2,0,18,-2,13,0.4
COCCCN1C(=O)C(O)=C(C(C)=O)C1c1cccc(F)c1 (configuration not stated),-1,7,-4,-1,-1,4,-1,-15,-2.3
COC(=O)c1ccccc1NS(=O)(=O)c1ccc(F)cc1,-5,17,2,19,2,30,1,-13,0.2
Cc1cc2c(c(SCC(=O)NCCc3ccccc3)n1)C(=O)OC2,3,5,-3,3,-2,7,12,-24,-1.4
COc1ccc(C(=O)Nc2cc(-c3nn4c(C)nnc4s3)ccc2C)cc1,-5,1,16,-19,-1,-5,13,8,1.0
COC(=O)C1=C(C)n2nnnc2NC1c1ccc(Cl)cc1 (configuration not stated),0,5,14,3,-5,16,0,18,0.1
CC(=O)C1=C(C)NC(=O)CC1c1ccccc1Cl (configuration not stated),-3,6,7,5,-2,-1,5,24,-1.5

# Taken from the listing (2 entries):
SMILES,APJ ag,tim10-1 inh,APJ antag,TIM10 inh,XBP1 UPR activ,tim23-1 inh,CXCR6 block,Mdm2 MdmX PPI,CHOP UPR activ
Cc1cc2c(c(SCC(=O)NCCc3ccccc3)n1)C(=O)OC2,3,5,-3,3,-2,7,12,-24,-1.4
COc1ccc(C(=O)Nc2cc(-c3nn4c(C)nnc4s3)ccc2C)cc1,-5,1,16,-19,-1,-5,13,8,1.0

# (cont.)
SMILES,APJ ag,tim10-1 inh,APJ antag,TIM10 inh,XBP1 UPR activ,tim23-1 inh,CXCR6 block,Mdm2 MdmX PPI,CHOP UPR activ
Cc1csc(C(C#N)C(=O)c2cc3ccccc3o2)n1 (configuration not stated),-6,-27,3,6,2,18,-3,-14,3.3
COc1ccc(OC)c(NC(=O)Nc2ccc(Cl)cc2)c1,5,34,-7,28,5,69*,-10,11,4.0
C1COCCNCCOCCOCCOCCN1,-1,-3,2,6,-5,4,-1,-15,-2.1
Cc1cccc(C)c1NC(=O)CSc1nnc(-c2ccoc2C)n1CCc1ccccc1,2,25,-12,-1,-3,14,1,-24,-1.6
Cc1ccc2cc(CCNC(=O)c3cccs3)c(=O)[nH]c2c1,-1,-2,-4,4,3,3,-3,-134,6.9
COc1ccc(OCc2cc(C(=O)N(C)CC3CCCCO3)no2)c(Cl)c1 (configuration not stated),-5,11,5,-6,-3,12,-7,-13,1.4
CCOC(=O)c1c(NC(=O)C(F)(OC)C(F)(F)F)sc2c1CCN(C)C2 (configuration not stated),-2,-1,-10,-14,-2,2,-1,19,0.5
COc1ccc2oc(C)c(NC(C)=O)c2c1,-3,8,-10,-5,5,-16,-2,10,0.1
COc1ccccc1-c1nnc(SCC(=O)NC2CCCCC2)n1C,0,3,22,3,-3,2,-2,2,-1.5
O=C(Nc1nnc(-c2ccccc2)o1)Nc1ccc(F)cc1F,3,8,-19,-3,-2,12,4,12,-1.8

# In a second layout: entries from further up.
# Below each compound – APJ ag | tim10-1 inh | APJ antag | TIM10 inh | XBP1 UPR activ | tim23-1 inh | CXCR6 block | Mdm2 MdmX PPI | CHOP UPR activ
CC(=O)Nc1sc2c(c1C(c1ccccc1Cl)N1CCN(CCO)CC1)CCCC2 (configuration not stated)
  -1 | 13 | 24 | -2 | 0 | 18 | -2 | 13 | 0.4
COCCCN1C(=O)C(O)=C(C(C)=O)C1c1cccc(F)c1 (configuration not stated)
  -1 | 7 | -4 | -1 | -1 | 4 | -1 | -15 | -2.3
COC(=O)c1ccccc1NS(=O)(=O)c1ccc(F)cc1
  -5 | 17 | 2 | 19 | 2 | 30 | 1 | -13 | 0.2
Cc1cc2c(c(SCC(=O)NCCc3ccccc3)n1)C(=O)OC2
  3 | 5 | -3 | 3 | -2 | 7 | 12 | -24 | -1.4
COc1ccc(C(=O)Nc2cc(-c3nn4c(C)nnc4s3)ccc2C)cc1
  -5 | 1 | 16 | -19 | -1 | -5 | 13 | 8 | 1.0
COC(=O)C1=C(C)n2nnnc2NC1c1ccc(Cl)cc1 (configuration not stated)
  0 | 5 | 14 | 3 | -5 | 16 | 0 | 18 | 0.1
CC(=O)C1=C(C)NC(=O)CC1c1ccccc1Cl (configuration not stated)
  -3 | 6 | 7 | 5 | -2 | -1 | 5 | 24 | -1.5
Cc1csc(C(C#N)C(=O)c2cc3ccccc3o2)n1 (configuration not stated)
  -6 | -27 | 3 | 6 | 2 | 18 | -3 | -14 | 3.3
COc1ccc(OC)c(NC(=O)Nc2ccc(Cl)cc2)c1
  5 | 34 | -7 | 28 | 5 | 69* | -10 | 11 | 4.0
C1COCCNCCOCCOCCOCCN1
  -1 | -3 | 2 | 6 | -5 | 4 | -1 | -15 | -2.1
Cc1cccc(C)c1NC(=O)CSc1nnc(-c2ccoc2C)n1CCc1ccccc1
  2 | 25 | -12 | -1 | -3 | 14 | 1 | -24 | -1.6
Cc1ccc2cc(CCNC(=O)c3cccs3)c(=O)[nH]c2c1
  -1 | -2 | -4 | 4 | 3 | 3 | -3 | -134 | 6.9
COc1ccc(OCc2cc(C(=O)N(C)CC3CCCCO3)no2)c(Cl)c1 (configuration not stated)
  -5 | 11 | 5 | -6 | -3 | 12 | -7 | -13 | 1.4
CCOC(=O)c1c(NC(=O)C(F)(OC)C(F)(F)F)sc2c1CCN(C)C2 (configuration not stated)
  -2 | -1 | -10 | -14 | -2 | 2 | -1 | 19 | 0.5
COc1ccc2oc(C)c(NC(C)=O)c2c1
  -3 | 8 | -10 | -5 | 5 | -16 | -2 | 10 | 0.1
COc1ccccc1-c1nnc(SCC(=O)NC2CCCCC2)n1C
  0 | 3 | 22 | 3 | -3 | 2 | -2 | 2 | -1.5
O=C(Nc1nnc(-c2ccccc2)o1)Nc1ccc(F)cc1F
  3 | 8 | -19 | -3 | -2 | 12 | 4 | 12 | -1.8

# Further results
SMILES,APJ ag,tim10-1 inh,APJ antag,TIM10 inh,XBP1 UPR activ,tim23-1 inh,CXCR6 block,Mdm2 MdmX PPI,CHOP UPR activ
CC1NC(=O)c2ccccc2-n2c1nc1cc(F)ccc1c2=O (configuration not stated),-3,9,-1,6,-1,29,.,2,2.6
S=c1[nH]nc(-c2n[nH]c3c2CCC3)n1/N=C/C=C/c1ccco1,6,9,-3,2,3,5,-4,5,2.7
Cc1ccc(C2/C(=C(\O)c3cnn(-c4ccccc4)c3C)C(=O)C(=O)N2CCN(C)C)o1 (configuration not stated),0,4,8,-5,-2,11,10,-8,3.1
Cc1csc(NC(=O)C2CCN(S(=O)(=O)c3ccccc3)CC2)n1,6,-6,-52,0,1,13,6,-2,-1.0
CC(=Nc1ccccc1)C1=C(O)CSC1=O,5,-4,14,2,-5,6,0,-2,-0.7
Cc1ccc(NC(=O)C2CCCO2)c(Br)c1 (configuration not stated),-2,6,-12,8,-1,4,-1,-12,1.8

# These rows are one share of the data (hit frequency here may not be typical).
